HTR5A ag: HTR5A agonists in luminescence cell assay, primary screen, counter-screen for OPRM1-OPRD1 heterodimer agonist project, full-deck HTS; 5-hydroxytryptamine receptor 5A (Homo sapiens), P47898; cell-based; activation, % at 9.3 µM; 0.61% of 340,000 active; AID 504692, 2011; in the data active means activation mostly above about 9.5%, no sharp cut-off; inactive means mostly below about 7.6%;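 further: 0% = cells with vehicle only and 100% = reference agonist; strong numbers were not always called active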
cardiac RTF act: cardiac RTF calcium sensitivity activators, primary screen, biochemical, IANBD-TnC fluorescence, EC20 calcium; 0.24% of 340,000 active; Troponin I, cardiac muscle (Homo sapiens) + Troponin T, cardiac muscle (Homo sapiens) + …; IANBD-labeled TnC RTF fluorescence at EC20 calcium; 0% EC20 calcium, 100% full calcium; AID 493008, 2010; activation, % at 7.2 µM;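 active means activation above the mean over all tested compounds plus 3 SD, cut at about 30% in these data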;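 further: rise in fluorescence read as greater calcium sensitivity of cardiac thin filaments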
Rtt109 HAT inh: inhibitors of C. albicans Rtt109/Vps75 HAT, primary screen, biochemical, ThioGlo CoA-SH fluorescence, plate reader; 0.16% of 330,000 active; inhibition, % at 34.9 µM; purified Rtt109/Vps75, 4 h; Histone acetyltransferase RTT109 (Candida albicans (strain SC5314 / ATCC MYA-2876)), …;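 active means inhibition of at least 50% in every replicate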
Target sequence (Q5AAJ8 whole entry, looked up): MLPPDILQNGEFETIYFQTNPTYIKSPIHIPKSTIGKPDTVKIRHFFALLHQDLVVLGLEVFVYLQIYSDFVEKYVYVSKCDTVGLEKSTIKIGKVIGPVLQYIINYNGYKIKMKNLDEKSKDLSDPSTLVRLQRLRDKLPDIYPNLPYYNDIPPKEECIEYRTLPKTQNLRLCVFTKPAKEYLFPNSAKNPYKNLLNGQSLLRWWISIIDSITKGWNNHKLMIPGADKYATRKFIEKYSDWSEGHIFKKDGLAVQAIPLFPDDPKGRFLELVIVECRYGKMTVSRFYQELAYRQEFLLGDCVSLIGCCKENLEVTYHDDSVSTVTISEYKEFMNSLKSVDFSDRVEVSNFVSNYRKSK
Wnt act: Wnt/beta-catenin pathway activators, primary screen, cell-based, plate reader, single point | Wnt/beta-catenin reporter cell assay, activator | activation, % at 9.35 µM | 1.2% of 300,000 active | AID 743398, 2014; in the data active means activation above about 30%, passing the limit was not always enough;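 further: 0% = neutral control wells and 100% = positive control wells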
MITF act: activators of MITF-driven TRPM1 promoter reporter, primary screen, cell-based, SK-MEL-5, luciferase, single point; 0.75% of 300,000 active; SK-MEL-5 TRPM1-promoter luciferase, 24 h; % of positive control, neutral wells = 0; activation, % at 12.5 µM;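 active means mean activation of at least 80% with every replicate also reaching 80%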;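 further: 0% = neutral control wells and 100% = parthenolide positive control wells; values of inactives mirror those of a sister screen read the other way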
CDK5 p35 inh: inhibitors of human CDK5/p35 kinase, primary screen, biochemical, single concentration; Cyclin-dependent kinase 5 (Homo sapiens) + Cyclin-dependent kinase 5 activator 1 (Homo …; Recombinant CDK5/p35, ADP-Glo luminescence, 60 min; inhibition, % at 10 µM; 0.01% of 330,000 active;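 active means highest replicate inhibition of at least 50% and at least 75% of replicates reaching 50%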;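 further: plate controls were DMSO neutral control for no effect and GW8510 at 10 µM for full effect; many of its hits are not listed in these tables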
dFosB act: activators of delta FosB homodimer, primary screen, biochemical, fluorescence polarization, TAMRA-CDK5 oligo, single point; purified delta FosB; percent of positive-control signal above neutral wells; 0.99% of 340,000 active; activation, % at 25 µM;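 active means mean activation above about 17%, with every replicate also reaching it, limit read from the data, passing the limit was not always enough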;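 further: fluorescence polarization rise as delta FosB binds a TAMRA Cdk5 AP-1 oligo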
SR-BI DiI-HDL act: activators of SR-BI mediated DiI-HDL uptake, primary screen, ldlA[mSR-BI] CHO cells, DiI fluorescence; 3 h; 100 = double the neutral-control signal; activation, % at 12.5 µM; 0.096% of 320,000 active; AID 504775, 2011;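 active means mean replicate activation of at least 60% and every replicate at or above 60%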;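 further: 0% = median plate neutral-control signal and 100% = twice that signal; values of inactives mirror those of a sister screen read the other way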
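material = CHO ldlA[mSR-BI] cells | medium = Ham's F12 with 0.5% BSA, HEPES 25 mM, pH 7.4 | reagent = fluorescent DiI-HDL, 10 µg/mL final | compound dosing = single-point compound dose | incubation = 3 h, 37 °C | measured by = bottom-read fluorescence, 550/595 nm | measure = HDL uptake via cellular fluorescence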
SR-BI DiI inh: inhibitors of SR-BI mediated HDL lipid uptake, primary screen, ldlA[mSR-BI] cells, fluorescence, single point; Scavenger receptor class B member 1 (Mus musculus), Q61009; ldlA[mSR-BI] CHO cells, DiI-HDL uptake fluorescence, 3 h; inhibition, % at 12.5 µM; 0.96% of 320,000 active;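 active means mean replicate inhibition of at least 70% and a set share of replicates each scoring 70 or more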;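 further: 0% = median of neutral control wells and 100% = median of positive control wells; values of inactives mirror those of a sister screen read the other way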
Target sequence (Q61009 whole entry, looked up): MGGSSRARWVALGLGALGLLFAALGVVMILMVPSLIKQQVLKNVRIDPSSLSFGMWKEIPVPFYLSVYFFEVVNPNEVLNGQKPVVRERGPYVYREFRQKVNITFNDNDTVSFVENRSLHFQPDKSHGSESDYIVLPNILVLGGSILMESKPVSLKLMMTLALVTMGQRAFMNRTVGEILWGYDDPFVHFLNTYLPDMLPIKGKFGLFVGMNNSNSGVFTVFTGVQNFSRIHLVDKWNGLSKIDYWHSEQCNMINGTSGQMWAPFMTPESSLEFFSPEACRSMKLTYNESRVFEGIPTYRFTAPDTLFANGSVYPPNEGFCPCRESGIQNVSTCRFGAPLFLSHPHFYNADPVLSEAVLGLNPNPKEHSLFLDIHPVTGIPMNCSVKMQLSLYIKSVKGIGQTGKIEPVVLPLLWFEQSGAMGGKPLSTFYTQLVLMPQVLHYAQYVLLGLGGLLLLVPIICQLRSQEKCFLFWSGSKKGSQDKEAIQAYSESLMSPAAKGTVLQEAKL
PvdQ acylase: P. aeruginosa PvdQ acylase inhibitors, primary screen, biochemical, fluorescence, plate reader and imaging, single point. PvdQ acylase [Pseudomonas aeruginosa LESB58]. purified PvdQ acylase. inhibition, % at 10 µM. 0.063% of 340,000 active. AID 488965, 2010; in the data active means inhibition above about 30%, passing the limit was not always enough;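 further: 0% = vehicle neutral wells and 100% = reference inhibitor wells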
* hit, by the source's call; / = not tested or not shown. The order is random. Share with any hit: about 4.4%.

(1) O=C(OC1CCN(c2ncc(C(F)(F)F)cc2Cl)CC1)c1cccc(C(F)(F)F)c1
(2) COc1ccc(C(=O)NCc2nnc(SCC(=O)N3CCOCC3)o2)cc1OC
(3) COc1ccc(-c2nnc(CSc3nc4ccccc4c(=O)n3CC3CCCO3)o2)cc1OC (stereo unspecified)
(4) Cc1cc(C(=O)O)cc(Br)c1N
(5) O=C(c1ccc(NS(=O)(=O)c2ccc(F)cc2)cc1)N1CCC1
(6) COc1ccc(/C=C2\Sc3ccc(C(=O)NCC4CCCO4)cc3N(C)C2=O)cc1 (stereo unspecified)
(7) O=C(O)Cn1nnn(-c2ccccc2)c1=S
(8) COc1cc(OC)cc(C(=O)N[C@H](C(=O)Nc2c(C)n(C)n(-c3ccccc3)c2=O)C(C)C)c1
compound no.	1	2	3	4	5	6	7	8
HTR5A ag	-1	0	-1	3	5	-3	8	-7
cardiac RTF act	-1	-2	2	0	4	-4	-1	0
Rtt109 HAT inh	-13	0	-1	-8	1	9	-7	1
Wnt act	-4	-5	-2	2	0	-2	-5	-3
MITF act	12	6	0	0	-2	0	-3	/
CDK5 p35 inh	-2.1	-0.8	-0.5	0.5	1.3	-1.1	-1.1	1.0
dFosB act	9	8	-21	1	-3	-8	3	2
SR-BI DiI-HDL act	11	5	/	18	22	-68	4	3
SR-BI DiI inh	-11	-5	/	-18	-22	68	-4	-3
PvdQ acylase	-2	-7	-13	-17	-20	7	12	-7

(9) Cc1cc(C)c2ccc(C)[n+]([O-])c2c1O
(10) Cc1ccccc1NC(=O)C(=O)NCCc1ccccc1
(11) O=C(O)c1ccc(OS(=O)(=O)c2cccc(C(F)(F)F)c2)cc1
(12) CCc1nnc(NC(=O)CSc2nc3cc4c(cc3cc2CC)OCCO4)s1
(13) O=C1c2ccccc2C(=O)N1Cc1cc(Cl)c(O)c([N+](=O)[O-])c1
(14) COc1ccc(-c2sc3ccccc3c2/C=C/c2ccc(N)cc2)cc1
(15) O=C(Nc1nnc(-c2ccc(Cl)cc2)o1)NC1CCCCC1
(16) Cn1c(=O)c2[nH]c(CCCc3nc4ccccc4[nH]3)nc2n(C)c1=O
compound no.	9	10	11	12	13	14	15	16
HTR5A ag	0	-1	-2	-1	-1	-1	2	1
cardiac RTF act	-1	-2	2	1	-2	6	4	-2
Rtt109 HAT inh	8	-3	1	3	3	1	1	-4
Wnt act	/	-3	-1	/	3	4	/	1
MITF act	/	-2	0	-3	8	11	6	20
CDK5 p35 inh	0.1	3.1	0.7	-0.6	-0.2	-0.4	1.3	-0.4
dFosB act	0	-3	-5	-30	1	7	4	1
SR-BI DiI-HDL act	1	9	24	12	-2	-40	17	38
SR-BI DiI inh	-1	-9	-24	-12	2	40	-17	-38
PvdQ acylase	1	4	-5	4	-5	-1	-10	-5

(17) CC(C)CC1(C)NC(=O)N(CC(=O)NC(=O)Nc2ccc3c(c2)OCCO3)C1=O (stereo unspecified)
(18) Cc1nc2sc(C(c3cccs3)N3CC(C)CC(C)C3)c(O)n2n1 (stereo unspecified)
(19) COc1cccc(C(=O)NCCS(=O)(=O)NC2CCCC2)c1
(20) Cc1ccc(NC(=O)Nc2ccc3c(c2)OCO3)c(OC(F)F)c1
(21) CCN(CC)S(=O)(=O)c1cccc(C(=O)N/N=C(\C)c2cccs2)c1
(22) O=C(COc1ccccc1)Nc1nnc(S(=O)(=O)N2CCCC2)s1
(23) CSc1c(C#N)c(N)c(C#N)c2c1COC(C)(C)C2
(24) Nn1c(SCC(=O)NCC2CCCO2)nnc1-c1ccco1 (stereo unspecified)
compound no.	17	18	19	20	21	22	23	24
HTR5A ag	-2	1	-1	2	1	0	2	-1
cardiac RTF act	-3	5	8	-10	1	-2	3	-2
Rtt109 HAT inh	4	2	-11	-12	4	2	0	1
Wnt act	/	-3	-2	38*	-1	-1	-3	-1
MITF act	-9	/	5	106*	101*	8	6	8
CDK5 p35 inh	-0.2	0.9	-0.3	-0.2	0.8	0.4	-0.1	0.2
dFosB act	-4	-7	4	0	-6	-3	-8	1
SR-BI DiI-HDL act	7	14	30	-26	7	3	12	17
SR-BI DiI inh	-7	-14	-30	26	-7	-3	-12	-17
PvdQ acylase	-7	-7	-12	0	-3	-5	-11	1

2 entries from above, set out differently.
#	canonical_smiles	HTR5A ag	cardiac RTF act	Rtt109 HAT inh	Wnt act	MITF act	CDK5 p35 inh	dFosB act	SR-BI DiI-HDL act	SR-BI DiI inh	PvdQ acylase
22	O=C(COc1ccccc1)Nc1nnc(S(=O)(=O)N2CCCC2)s1	0	-2	2	-1	8	0.4	-3	3	-3	-5
20	Cc1ccc(NC(=O)Nc2ccc3c(c2)OCO3)c(OC(F)F)c1	2	-10	-12	38*	106*	-0.2	0	-26	26	0

(listing goes on)
(25) CCc1cc2c(NCCC(=O)O)nc(C)nc2s1
(26) CNC(=S)NCCc1ccccc1
(27) COc1ccc(Cc2nnc(NC(=O)c3cc(OC)cc(OC)c3)s2)cc1
(28) O=C(Nc1ccc(CN2CCOCC2)cc1)c1ccc(Br)cc1
(29) COc1ccc(Cl)cc1NC(=S)NN1CCOCC1
(30) Cc1cc(CN(C)C(=O)c2ccc(OC3CCN(CCc4ccccc4)CC3)cc2)on1
(31) O=C(O)C1=C[C@H](c2csc3ccccc23)C[C@H](OCc2ccc(CO)cc2)O1
(32) CCOc1ccc(OCc2ccc(C(=O)N3N=C(C(F)F)CC3(O)C(F)F)o2)cc1 (stereo unspecified)
compound no.	25	26	27	28	29	30	31	32
HTR5A ag	4	-5	4	2	-3	5	-3	1
cardiac RTF act	2	0	2	0	13	-5	-2	-11
Rtt109 HAT inh	1	-4	0	1	-8	2	-7	1
Wnt act	/	6	0	0	1	-3	-5	-2
MITF act	/	2	-4	/	-7	-4	1	-5
CDK5 p35 inh	-0.2	-1.4	2.4	-0.6	3.9	2.3	-1.6	0.9
dFosB act	0	-8	-8	-2	-1	-12	3	-1
SR-BI DiI-HDL act	29	23	6	-16	-9	13	27	-3
SR-BI DiI inh	-29	-23	-6	16	9	-13	-27	3
PvdQ acylase	4	-19	3	-10	-9	-18	10	10

(33) COc1cc(OC)c(OC)cc1CN1CCN(Cc2ccc(SC)cc2)CC1
(34) O=C(C1=COCCO1)N1CCN(S(=O)(=O)c2cccc(F)c2)CC1
(35) CC(C)CCN(C(=O)c1csnn1)C(C(=O)NC1CCCC1)c1ccccc1 (stereo unspecified)
(36) Nc1ccn(Cc2ccc(F)cc2)n1
(37) O=C(CN1CCN(Cc2ccccc2Cl)CC1)N/N=C/C=C\c1ccccc1[N+](=O)[O-]
(38) CCN(CC)CCNC(CC(=O)Nc1ccc(Cl)cc1Cl)C(=O)O (stereo unspecified)
(39) CN(C(=O)CCN1CCCO1)C1CCCN(Cc2ccccc2F)C1 (stereo unspecified)
(40) Cc1cc(C)c(SCCc2ccncc2)c(C)c1
compound no.	33	34	35	36	37	38	39	40
HTR5A ag	0	-4	-3	4	1	7	-4	1
cardiac RTF act	2	-6	-4	5	-4	-1	-7	2
Rtt109 HAT inh	-6	-6	7	-7	/	8	6	5
Wnt act	0	6	3	-1	/	-1	0	-2
MITF act	0	1	-2	-8	1	/	2	/
CDK5 p35 inh	-3.4	-0.8	0.7	-0.1	-0.1	0.4	0.2	0.3
dFosB act	-8	-7	-10	-10	-8	-3	-2	0
SR-BI DiI-HDL act	-6	26	/	-6	-13	35	11	-7
SR-BI DiI inh	6	-26	/	6	13	-35	-11	7
PvdQ acylase	-18	-6	-5	1	3	5	-12	0

(41) FC(F)(F)c1nnc(Nc2ccc(Cl)cc2)s1
(42) CCOC(=O)/C=C/c1nc(C(=O)OCC)c(C)c(=O)[nH]1
(43) COc1ccc(N2C(=O)CC(N3CCCC4CCCCC43)C2=O)cc1 (stereo unspecified)
(44) O=C(COC(=O)c1cccnc1Cl)NC(=O)NC1CCCCC1
(45) CN(C(=S)Nc1ccc(F)cc1)C(c1ccccc1)c1ccccc1
(46) CN(CC(=O)Nc1ccc(F)cc1)CC(=O)N1CCCCC1
(47) COc1ccc(N(CC(=O)NCc2ccc(F)cc2)S(=O)(=O)c2c(C)n[nH]c2C)cc1
(48) COc1ccc(C(C)=O)cc1COc1ccc([N+](=O)[O-])c(C)c1
compound no.	41	42	43	44	45	46	47	48
HTR5A ag	/	0	1	-1	-2	0	-7	4
cardiac RTF act	/	-3	-3	0	3	-4	-5	2
Rtt109 HAT inh	-3	-1	4	-1	-9	-3	10	-18
Wnt act	-1	-3	/	-1	2	-1	0	-1
MITF act	/	1	-8	-11	6	-4	-2	-1
CDK5 p35 inh	1.1	0.9	2.3	-0.5	1.7	1.1	-0.7	-0.6
dFosB act	0	-3	9	-10	-1	-1	-10	-8
SR-BI DiI-HDL act	5	24	-4	1	14	13	11	-11
SR-BI DiI inh	-5	-24	4	-1	-14	-13	-11	11
PvdQ acylase	-14	-4	14	-7	-12	0	6	-5

Shown as a hit in Wnt act, among the entries above:
item | Structure | cardiac RTF act | Rtt109 HAT inh | Wnt act | MITF act | CDK5 p35 inh | dFosB act | SR-BI DiI-HDL act | SR-BI DiI inh | PvdQ acylase
20 | Cc1ccc(NC(=O)Nc2ccc3c(c2)OCO3)c(OC(F)F)c1 | -10 | -12 | 38* | 106* | -0.2 | 0 | -26 | 26 | 0

3 entries already listed, ordered by their value in dFosB act, lowest first.
no. | Structure | dFosB act
21 | CCN(CC)S(=O)(=O)c1cccc(C(=O)N/N=C(\C)c2cccs2)c1 | -6
40 | Cc1cc(C)c(SCCc2ccncc2)c(C)c1 | 0
24 | Nn1c(SCC(=O)NCC2CCCO2)nnc1-c1ccco1 (stereo unspecified) | 1

Carrying on:
(49) CC(O)C(NS(=O)(=O)c1ccc(Cl)cc1)C(=O)OCC(=O)c1c[nH]c2ccccc12 (stereo unspecified)
(50) O=C(CSc1nc2c(cnn2-c2cccc(Cl)c2)c(=O)[nH]1)NCC1CCCO1 (stereo unspecified)
(51) O=C(CN(C(=O)c1csnn1)c1ccc(F)cc1)NCc1ccc2c(c1)OCO2
(52) O=C(Cn1cnnn1)Nc1cccc(S(=O)(=O)N2CCCCC2)c1
(53) CCSc1oc(-c2cccs2)nc1S(=O)(=O)c1ccccc1
compound no.	49	50	51	52	53
HTR5A ag	-2	1	-1	7	4
cardiac RTF act	3	-4	-1	11	-1
Rtt109 HAT inh	5	-5	-10	/	1
Wnt act	-1	1	2	-1	-1
MITF act	-27	1	/	12	11
CDK5 p35 inh	1.6	2.3	0.6	-1.2	-0.2
dFosB act	-2	-2	5	-10	-4
SR-BI DiI-HDL act	-24	13	/	0	20
SR-BI DiI inh	24	-13	/	0	-20
PvdQ acylase	-10	-6	-8	4	-11
